# H1N1 NS1A inhibition – H1N1 influenza NS1A inhibitors, functional cell based assay (AID 504329); NS1A functional cell-based assay, percent inhibition; higher % means a stronger effect; inhibition, % at 12.5 µM, or IC50 in µM where a hit was titrated; 340,000 compounds, 0.3% hits; in the data active means a potency from the dose series; inconclusive means inhibition above about 27% without an active follow-up result; further: strong numbers were not always called active
# M. tuberculosis – growth inhibition of non-replicating M. tuberculosis (AID 488890) | inhibition, % at 25 µM, or IC50 in µM where a hit was titrated | 320,000 compounds, 0.39% hits | Mycobacterium tuberculosis non-replicating, growth inhibition; higher % means a stronger effect; in the data active means a potency from the dose series; inconclusive means inhibition mostly from about 82% at the one dose, without a potency; inactive means the rest, 99 in 100 with inhibition below about 76%;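 further: plate controls were DMSO cells for no effect and high antibiotic wells for full effect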
# inhibitors of VEEV – inhibitors of VEEV TC-83 cytopathic effect, confirmation, Vero cells (AID 588727); Vero cells, VEEV TC-83 cytopathic effect inhibition; higher % means a stronger effect; inhibition, % at 20 µM; hits with a dose series show IC50 in µM; 350,000 compounds, 0.13% hits; in the data active means a potency from the dose series; inconclusive means inhibition mostly from about 14% at the one dose, without a potency; inactive means the rest, 99 in 100 with inhibition below about 12%; further: strong numbers were not always called active
# Salmonella PhoP GFP – PhoP regulon inhibitors, Salmonella typhi PhoP promoter GFP reporter, confirmatory (AID 1850) | Salmonella Typhi PhoP-promoter GFP reporter, fluorescence, 4 h; higher % means a stronger effect | one-dose inhibition, % at 50 µM; IC50 in µM for titrated hits | 310,000 compounds, 0.33% hits; in the data active means a potency from the dose series; inconclusive means inhibition mostly from about 25% at the one dose, without a potency; inactive means the rest, 99 in 100 with inhibition below about 19%;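 further: 0% = induced wells with vehicle and 100% = uninduced wells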
# H37Rv inhibition – M. tuberculosis growth inhibition, HTS (AID 449762); M. tuberculosis H37Rv growth inhibition, 7H9 media; higher % means a stronger effect; one-dose inhibition, % at 25 µM; IC50 in µM for titrated hits; 330,000 compounds, 0.59% hits; in the data active means a potency from the dose series; inconclusive means inhibition above about 70% without an active follow-up result;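 further: bacterial growth assessed after seven days of incubation; strong numbers were not always called active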
# inhibitors of VEEV 10K pilot screen – further read-out of inhibitors of VEEV, marked with its call; inhibition, %; measured here: 10K pilot screen inhibition
# Numbers without * were called inactive; i = inactive; ? = inconclusive; . = not tested or not shown.
# Preview, 20 compounds:
SMILES,H1N1 NS1A inhibition,M. tuberculosis,inhibitors of VEEV,Salmonella PhoP GFP,H37Rv inhibition,others
CC(Oc1cccc(Cl)c1)C(=O)Nc1cc(=O)n(C)c(=O)n1C (stereo not given),-3%,-1%,i,4%,0%,
Cc1cc2nc3ccc(N(C)C)cc3nc2cc1N,16%,15%,5.5%,0%,5%,
COC(=O)CC(=O)O[C@H]1C=C[C@@H](NC(=O)OC(C)(C)C)C1,-4%,.,0.5%,.,.,
CCc1ccc2oc(C(=O)N3CCN(c4ccccc4OC)CC3)cc(=O)c2c1,0%,11%,i,0%,-6%,
S=C(NCC1COc2ccccc2O1)Nc1ccccc1 (stereo not given),8%,?,0.7%,5%,-4%,
Cc1ccc(S(=O)(=O)N2CC(C(=O)O)=CC[C@H]2c2ccc(Cl)cc2)cc1,4%,21%,0.1%,-1%,1%,
CCOc1cccc(C2NC(=S)NC(C)=C2C(=O)Nc2ccccc2)c1 (stereo not given),9%,19%,1.1%,-5%,-2%,
Cc1ccc(S(=O)(=O)NN=C2C3CC4CC(C3)CC2C4)cc1,-1%,-9%,1.6%,-6%,0%,
COc1cc(/C=C\C(=O)NCc2ccc3[nH]c(C)cc3c2)cc(OC)c1OC,7%,18%,4.9%,-4%,-4%,
O=C(CSc1nnc(-c2ccccc2)c(-c2ccccc2)n1)NCC1CCCO1 (stereo not given),-13%,0%,0.2%,.,3%,
CC(=O)c1cccc(NC(=O)/C(=C\c2ccco2)NC(=O)c2cccs2)c1,-7%,-12%,6.9%,-1%,0%,
Cc1ccc(CSc2ccc(S(=O)(=O)N3CCCCC3)cn2)cc1,0%,.,1.2%,.,.,
CC(C)(C)OC(=O)N1CCC(CC2CC(c3cccc(Br)c3)=NO2)(C(=O)NCC2CCCCC2)CC1 (stereo not given),-17%,17%,5.3%,4%,-11%,
COc1ccc(/C=N/NC(=O)c2cnccn2)cc1O,-3%,-3%,0.9%,0%,-8%,
COc1ccc(N=C2SC(CC(=O)Nc3ccccc3)C(=O)N2Cc2ccccn2)cc1 (stereo not given),1%,43%,6.6%,-7%,9%,
CCOC(=O)c1ccc(NC(=O)N2CCN(C(=O)c3ccco3)CC2)cc1,14%,31%,0.4%,-7%,-8%,
COc1ccc(CNC(=O)C2(C)Cc3ccccc3C(=O)O2)cc1 (stereo not given),-1%,-1%,1.1%,-4%,-2%,
c1ccc(CCN2CN=C(Nc3nc4ccccc4o3)NC2)cc1,1%,8%,2.1%,10%,93%,
COc1ccc(NC(=O)CSc2nnc(NC(=O)C3CCC3)s2)cc1,3%,1%,3.6%,-11%,-5%,
COC(=O)c1c(NC(=O)c2c(Cl)cnn2C)sc(C)c1C,4%,-3%,i,-8%,0%,

# All compounds of this part, from the first entry:
SMILES,H1N1 NS1A inhibition,M. tuberculosis,inhibitors of VEEV,Salmonella PhoP GFP,H37Rv inhibition,others
CC(Oc1cccc(Cl)c1)C(=O)Nc1cc(=O)n(C)c(=O)n1C (stereo not given),-3%,-1%,i,4%,0%,
Cc1cc2nc3ccc(N(C)C)cc3nc2cc1N,16%,15%,5.5%,0%,5%,
COC(=O)CC(=O)O[C@H]1C=C[C@@H](NC(=O)OC(C)(C)C)C1,-4%,.,0.5%,.,.,
CCc1ccc2oc(C(=O)N3CCN(c4ccccc4OC)CC3)cc(=O)c2c1,0%,11%,i,0%,-6%,
S=C(NCC1COc2ccccc2O1)Nc1ccccc1 (stereo not given),8%,?,0.7%,5%,-4%,
Cc1ccc(S(=O)(=O)N2CC(C(=O)O)=CC[C@H]2c2ccc(Cl)cc2)cc1,4%,21%,0.1%,-1%,1%,
CCOc1cccc(C2NC(=S)NC(C)=C2C(=O)Nc2ccccc2)c1 (stereo not given),9%,19%,1.1%,-5%,-2%,
Cc1ccc(S(=O)(=O)NN=C2C3CC4CC(C3)CC2C4)cc1,-1%,-9%,1.6%,-6%,0%,
COc1cc(/C=C\C(=O)NCc2ccc3[nH]c(C)cc3c2)cc(OC)c1OC,7%,18%,4.9%,-4%,-4%,
O=C(CSc1nnc(-c2ccccc2)c(-c2ccccc2)n1)NCC1CCCO1 (stereo not given),-13%,0%,0.2%,.,3%,
CC(=O)c1cccc(NC(=O)/C(=C\c2ccco2)NC(=O)c2cccs2)c1,-7%,-12%,6.9%,-1%,0%,
Cc1ccc(CSc2ccc(S(=O)(=O)N3CCCCC3)cn2)cc1,0%,.,1.2%,.,.,
CC(C)(C)OC(=O)N1CCC(CC2CC(c3cccc(Br)c3)=NO2)(C(=O)NCC2CCCCC2)CC1 (stereo not given),-17%,17%,5.3%,4%,-11%,
COc1ccc(/C=N/NC(=O)c2cnccn2)cc1O,-3%,-3%,0.9%,0%,-8%,
COc1ccc(N=C2SC(CC(=O)Nc3ccccc3)C(=O)N2Cc2ccccn2)cc1 (stereo not given),1%,43%,6.6%,-7%,9%,
CCOC(=O)c1ccc(NC(=O)N2CCN(C(=O)c3ccco3)CC2)cc1,14%,31%,0.4%,-7%,-8%,
COc1ccc(CNC(=O)C2(C)Cc3ccccc3C(=O)O2)cc1 (stereo not given),-1%,-1%,1.1%,-4%,-2%,
c1ccc(CCN2CN=C(Nc3nc4ccccc4o3)NC2)cc1,1%,8%,2.1%,10%,93%,
COc1ccc(NC(=O)CSc2nnc(NC(=O)C3CCC3)s2)cc1,3%,1%,3.6%,-11%,-5%,
COC(=O)c1c(NC(=O)c2c(Cl)cnn2C)sc(C)c1C,4%,-3%,i,-8%,0%,
CCOC(=O)Cc1csc(SCC(=O)Nc2cc(C)ccc2OC)n1,9%,?,0.9%,5%,50%,
Cc1ccc(C(=O)CSc2nnc3ccccn23)c(C)c1,-6%,9%,0.5%,-7%,3%,
CCOc1ccc(NC(=O)COC(=O)Cn2cnc3ccccc32)cc1,-15%,3%,0.6%,.,3%,
COc1cc(C(=O)NCC(=O)OCn2nnc3ccccc3c2=O)cc(OC)c1OC,-8%,-10%,0.5%,3%,2%,
COCCN(C(=O)Cc1cccs1)C(C(=O)NCc1ccc(OC)cc1)c1ccc(OC)cc1 (stereo not given),-2%,11%,0.5%,3%,3%,
CC(C)c1nc(C(=O)N2CCCC(N3CCN(c4cccc(Cl)c4)CC3)C2)cs1 (stereo not given),-2%,15%,2.2%,-3%,0%,
C=CCSc1nnc2c(n1)OC=Nc1ccccc1-2,5%,-7%,0.1%,1%,1%,inhibitors of VEEV 10K pilot screen=2.0
Cc1c(NC(=O)COC(=O)Cc2ccc(Cl)cc2)c(=O)n(-c2ccccc2)n1C,-1%,5%,1.7%,4%,-10%,
O=c1cc(CSc2nc(NCc3ccc(Cl)cc3)c3ccccc3n2)nc2ccc(Cl)cn12,-12%,.,0.0%,.,.,
O=C(O)CCC(=O)OC1CC2CCC1C2 (stereo not given),-2%,-2%,i,2%,-5%,
CCc1cc(C(=O)O)c(NC(=O)C(c2ccccc2)c2ccccc2)s1,-19%,19%,2.1%,-16%,5%,
C[C@@H]1CN([C@@H](C)CO)C(=O)c2cccc(NC(=O)Nc3ccc(F)cc3)c2O[C@@H]1CN(C)Cc1ccc(Oc2ccccc2)cc1,2%,60%,i,.,?,inhibitors of VEEV 10K pilot screen=0.0
CCOC(=O)c1cc(S(=O)(=O)NCCc2ccc(OC)c(OC)c2)cn1C,-12%,2%,3.9%,-3%,-3%,
O=C1NC(c2ccco2)Nc2sc3c(c21)CCN(Cc1ccccc1)C3 (stereo not given),17%,20%,0.7%,0%,-6%,
COCCCN(C(=S)NC(=O)c1ccc(C(C)(C)C)cc1)c1c(N)n(Cc2ccccc2)c(=O)[nH]c1=O,-16%,17%,i,-7%,11%,
Cc1cccc(N(C(=O)Cn2nnc3ccccc32)C(C(=O)NCc2ccco2)c2ccncc2)c1C (stereo not given),5%,11%,2.5%,5%,2%,
Cc1c(Cl)cccc1NC(=O)CCN1CCN(C)CC1,-3%,0%,i,-3%,-6%,
COCCn1c(SCC(=O)NC2CCCCC2)nnc1-c1ccncc1,-10%,-9%,i,2%,3%,
Cn1c(CNc2cccc(Cl)c2)nnc1SCC(=O)OC1CCCCC1,2%,?,10%,-5%,?,
COCCCNC(=O)c1ccc2c(=O)n(Cc3ccc4c(c3)OCO4)c(=S)[nH]c2c1,-12%,-7%,i,1%,0%,
COc1ccc(NC(=O)c2cc3n(n2)C(C(F)(F)F)CC(c2ccc4c(c2)OCO4)N3)cc1OC (stereo not given),5%,20%,i,-6%,-1%,inhibitors of VEEV 10K pilot screen=6.3
COC(=O)Cc1c(O)ccn(CCc2ccc(OC)c(OC)c2)c1=O,-4%,-6%,0.8%,3%,-2%,
CCOC(=O)C1CCN(C(=O)C2CCN(C(=O)c3ccc([N+](=O)[O-])cc3)CC2)CC1,-11%,26%,2.2%,-3%,13%,
CCOC(=O)c1c(C)[n+]([O-])c2ccc3c(non3O)c12,-10%,15%,1.9%,-9%,4%,
CN(CC(=O)NCc1ccc(Cl)cc1)S(=O)(=O)c1cccc2cccnc12,7%,.,8.4%,8%,2%,
CC1CCCCN1S(=O)(=O)c1ccc(C(=O)Nc2ccccc2-c2nc3ccccc3s2)cc1 (stereo not given),-11%,.,1.2%,-14%,-1%,
Cc1noc(C)c1CSCC(=O)N1CCN(c2ccc([N+](=O)[O-])cc2)CC1,-21%,5%,i,2%,-2%,
COc1ccccc1NC(=O)C1CC(O)CN1C(=O)Oc1ccccc1 (stereo not given),4%,-7%,0.4%,-16%,4%,
Cc1ccc(C)c(-n2c(-c3ccc4c(c3)OCO4)n[nH]c2=S)c1,7%,-6%,2.6%,-3%,0%,
O=C1C2C3C=CC(C3)C2C(=O)N1c1ccccc1OS(=O)(=O)c1ccccc1 (stereo not given),-6%,32%,1.5%,0%,2%,
# (more compounds)
SMILES,H1N1 NS1A inhibition,M. tuberculosis,inhibitors of VEEV,Salmonella PhoP GFP,H37Rv inhibition,others
CCOC(=O)C1(C)NC(c2cccs2)C2C(=O)N(c3ccccc3)C(=O)C21 (stereo not given),-4%,-1%,i,-4%,-3%,
CC(C)CC(=O)NNC(=O)c1ccc(Cl)cc1,-14%,18%,i,-7%,-2%,
COc1cc2c(cc1OC)C(c1ccc(Cl)cc1)=NCC2,2%,15%,2.6%,9%,1%,
CC(C)Cc1nnc(NC(=O)CCC(=O)NCCc2ccc(Cl)cc2)s1,-5%,1%,0.1%,0%,1%,
CCC(=O)NCc1nc2ccccc2n1Cc1ccccc1F,4%,-2%,3.4%,4%,-7%,
COc1ccc(C(O)c2nccc3cc(OC)c(OC)cc23)cc1OC (stereo not given),-2%,14%,0.4%,4%,-1%,
Cc1nc2ccc(NC(=O)c3cncc(Br)c3)cc2s1,-6%,56%,7.3%,10%,11%,
O=C(NC1CCC(=O)N(CCOc2ccccc2)CC1)OCc1ccccc1 (stereo not given),-2%,18%,0.4%,-2%,5%,
COc1ccc(CC(=O)Nc2cccc(-c3ccc4nnc(C)n4n3)c2)cc1OC,-4%,14%,11%,11%,0%,
CN1C(=O)C(=Cc2ccccc2OCCOc2ccc([N+](=O)[O-])cc2)C(=O)N(C)C1=O,-3%,-10%,6.9%,0%,5%,
N#Cc1c(C(F)(F)F)cc(-c2ccc(Cl)cc2)[nH]c1=O,3%,78%,0.7%,-1%,3%,
CN1C(=O)NC(c2cccc([N+](=O)[O-])c2)C2=C1CC(C)(C)CC2=O (stereo not given),-12%,-10%,0.6%,8%,1%,
CCOC(=O)c1cc(CC)sc1NC(=O)C1CC(=O)NN1Cc1ccccc1 (stereo not given),0%,2%,3.4%,-28%,-2%,
CC(C)=CCCC(C)CN1CCC(N2CCC(C(=O)NC(C)C)CC2)CC1 (stereo not given),3%,6%,i,9%,5%,
CCCCN(CC)CCCNC(=O)c1ccc(CS(=O)(=O)c2c(Cl)cccc2Cl)o1,16%,14%,i,-5%,0%,
COc1cccc(CNC(=O)CCS(=O)(=O)c2ccc3c(c2)CC(C)N3C(=O)C2CC2)c1 (stereo not given),11%,11%,0.4%,5%,-3%,
COc1ccccc1NC(=O)C(=O)NCCC1CCCCN1S(=O)(=O)c1ccc(F)cc1 (stereo not given),-7%,12%,11%,10%,1%,
CC(=O)N1CCN(c2ccccc2NC(=O)COc2cc(C)ccc2C(C)C)CC1,-11%,.,3.9%,-4%,-2%,

# Screens deposited in PubChem by Southern Research Specialized Biocontainment Screening Center.
